# From PubChem
# B2AR arrestin: qHTS assay of beta-arrestin-biased ligands of beta2-adrenergic receptor | Potency, µM (highest dose often 46.1 µM), inactives show top-dose activation, actives largely listed as activators | beta-arrestin recruitment to beta2AR, cell-based reporter | Beta-2 adrenergic receptor (Homo sapiens), P07550 | hit rate 0.02% among 330,000 | AID 492947, 2010;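 further: potency means the concentration at half of the fitted maximal effect; 0% = DMSO controls and full agonism = EC100 isoproterenol or metaproterenol; nearly all actives have a fitted effect of over 65% in size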
# S-ASM inh: Inhibitors of Secretory Acid Sphingomyelinase (S-ASM): qHTS; Sphingomyelin phosphodiesterase (Homo sapiens), P17405; placental ASM, HMU-PC fluorogenic substrate, 60 min; Potency, µM (series often up to 57.5 µM), inactives show top-dose activity change, negative = inhibition, hits mostly inhibitors; hit rate 0.006% among 340,000; further: potency means the concentration at half of the fitted maximal effect
#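 Human placenta-derived ASM preincubated with compound 10 min at room temperature, then reacted with 9 uM (final) fluorogenic HMU-PC substrate for 60 min at 37 C. Stop solution raises pH to 10; fluorescence read at Ex 386/Em 447 nm.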
# Tb PFK inh: qHTS Assay to Find Inhibitors of T. brucei phosphofructokinase; ATP-dependent 6-phosphofructokinase (Trypanosoma brucei brucei), O15648; T. brucei PFK, ADP-Glo luminescence; Potency, µM (doses to about 57.5 µM), inactives show at the highest dose activity, negative = inhibition, most hits filed as inhibitors; hit rate 0.17% among 330,000;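 further: potency means the concentration at half of the fitted maximal effect; 0% = uninhibited 1x PFK enzyme wells and -100% = no-enzyme wells; nearly all actives have a fitted effect of over 60% in size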
#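 Activity is normalized to no-enzyme wells (full inhibition) and 1.25 nM enzyme wells (no inhibition). Reaction: 0.5 mM F6P, 0.1 mM ATP, 45 min RT, ADP-Glo luminescence; concentration-response curves fitted and classed by quality.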
# Giardia kill: Small Molecules that selectively kill Giardia lamblia: qHTS; AID 540267, 2011; hit rate 0.15% among 340,000; activity change, % at 7.66 µM, hits read low; Giardia lamblia trophozoite viability; in the data active means activity change below about -80%; inconclusive means between about -30% and that limit;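 further: parasites exposed to compound for two days anaerobically before the ATP read; on the % scale 0 is the no-effect control and ±100 the full control effect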
#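 Killing of trophozoites was scored by loss of ATP luminescence after a 48 hrs anaerobic exposure to compounds at 37 deg C, using 100 cells per well.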
# Chronic BCR inh: qHTS Assay to Find Inhibitors of Chronic Active B-Cell Receptor Signaling; ABC-DLBCL IkBa-CBG/CBR reporter, luminescence ratio, 4 h; Potency, µM (highest dose often 46.1 µM), for inactives: top-dose ratio change, negative = lower green/red ratio, most hits filed as inhibitors; hit rate 0.05% among 340,000; AID 493014, 2011; active means well fitted inhibition curve with a large enough effect in the signal ratio, with a control signal flat, not every such curve was filed as active; inconclusive means small, poorly fitted or top-dose-only effect, or effect the other way, or a change in a side signal; the % refers to the signal ratio;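 further: potency means the concentration at half of the fitted maximal effect; plate controls were basal doxycycline-induced cells for no effect and cells given 10 µM MG132 for full effect; MG132 reads +100%, hits lower the ratio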
#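 Compounds up to 46 uM were incubated four hours with TMD8 cells whose green CBG68 luciferase is fused to IkappaBalpha; red CBR luminescence normalised the signal, and concentration-effect curves were fitted to fusion, red and ratio data.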
# PKM2 act: qHTS Assay for Activators of Human Muscle isoform 2 Pyruvate Kinase; AID 1631, 2009; hit rate 0.34% among 260,000; purified PKM2, Kinase-Glo ATP luminescence, activation; response scale: 0% is enzyme alone, no compound; Potency, µM (series often up to 57.5 µM), without a hit: at the top dose activation, hits mostly activators; Pyruvate kinase PKM (Homo sapiens), P14618; further: potency means the concentration at half of the fitted maximal effect; on the % scale 0 is the no-effect control and ±100 the full control effect; nearly all actives have a fitted effect of over 55% in size
#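 Purified hPK-M2 (>95% pure) converted ADP (0.1 mM final) to ATP with 0.5 mM PEP in 50 mM imidazole pH7.2, KCl, MgCl2, Tween 20, BSA; 1 h at room temperature. ATP detected by Kinase-Glo luminescence.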
# PTAP TSG101 blk: qHTS Assay for Iinhibitors of HIV-1 Budding by Blocking the Interaction of PTAP/TSG101; Tumor susceptibility gene 101 protein (Homo sapiens), Q99816; Fluorescence polarization, FITC-PTAP peptide / Tsg101 binding; Potency, µM (doses to about 115 µM), for inactives: at the top dose activity change, negative = inhibition, usual class: inhibitors; 340,000 tested, under 10 active; AID 493005, 2010; active means well fitted inhibition curve with a large enough effect in the main read-out, with a control signal flat, not every such curve was filed as active; inconclusive means small, poorly fitted or top-dose-only effect, or effect the other way, or a change in a side signal; inactive means no such curve, though single readings can be large or run the other way; further: potency means the concentration at half of the fitted maximal effect; % of control where 0% means no effect
# Target sequence (Q99816 whole entry, looked up): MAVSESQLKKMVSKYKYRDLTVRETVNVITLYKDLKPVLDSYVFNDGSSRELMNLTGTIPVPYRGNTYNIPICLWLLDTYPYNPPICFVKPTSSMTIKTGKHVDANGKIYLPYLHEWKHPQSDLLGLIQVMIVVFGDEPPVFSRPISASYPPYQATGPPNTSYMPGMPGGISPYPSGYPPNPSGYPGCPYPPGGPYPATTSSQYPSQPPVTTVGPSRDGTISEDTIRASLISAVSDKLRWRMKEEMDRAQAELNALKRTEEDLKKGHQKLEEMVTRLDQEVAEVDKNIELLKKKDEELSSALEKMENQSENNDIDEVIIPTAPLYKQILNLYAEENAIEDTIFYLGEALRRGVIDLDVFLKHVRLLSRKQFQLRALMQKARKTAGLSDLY
#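 Tsg101 binding domain (10 uM final) was mixed with compound and a FITC-labeled PTAP peptide (50 nM final) in HEPES pH 7.5 buffer with NaCl, Tween 20, EDTA and TCEP; fluorescence polarization was read after 20 min at r.t.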
# GALK inhibitor: qHTS Assay for Inhibitors of Human Galactokinase (GALK). Purified GALK, Kinase-Glo residual ATP luminescence. P51570. AID 1868, 2009. hit rate 0.007% among 270,000. Potency, µM (top dose mostly 57.5 µM), inactives show at the top dose activity change, negative = inhibition, most hits filed as inhibitors; further: potency means the concentration at half of the fitted maximal effect; on the % scale 0 is the no-effect control and ±100 the full control effect
#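 ATP-depletion format; final 35 uM ATP, 100 uM D-galactose, 5 nM enzyme; pH 8.0 HEPES/Mg2+ buffer; 60 min RT; luminescence read 10 min after detection reagent.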
# Coupling enz: qHTS Assay for Inhibitors of Fructose-1,6-bisphosphate Aldolase from Giardia Lamblia: Coupling assay counterscreen. coupling enzyme system counterscreen, AmpLite Red fluorescence. activity change, negative = inhibition, % at 58.2 µM, hits read low. hit rate 0.67% among 290,000. AID 2472, 2010; in the data active means activity change below about -30%; further: on the % scale 0 is the no-effect control and ±100 the full control effect
#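 Counterscreen lacking aldolase: glyceraldehyde-3-phosphate coupling-enzyme reagent preincubated 10 min at RT with compound (at 57.5 uM final), then substrate/coupling system with AmpLite Red added; fluorescence read at 525/598 nm after 20 min RT.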
# Menin MLL FP TR: qHTS Assay for Inhibitors Targeting the Menin-MLL Interaction in MLL Related Leukemias: Competition With Texas Red Labeled MLL-derived Mutant Peptide | Menin + Texas Red MLL mutant peptide, fluorescence polarization | Potency, µM (highest dose often 61.6 µM), for the others: at the top dose FP activity change, negative = inhibition, hits mostly inhibitors | hit rate 0.23% among 270,000 | AID 1768, 2009; active means well fitted inhibition curve with a large enough effect in the polarisation, with a control signal flat, not every such curve was filed as active; inconclusive means small, poorly fitted or top-dose-only effect, or effect the other way, or a change in a side signal; inactive means no such curve, though single readings can be large or run the other way; the % refers to the polarisation; further: potency means the concentration at half of the fitted maximal effect; % of control where 0% means no effect; many of its hits are not listed in these tables
# Target sequence (O00255 whole entry, looked up): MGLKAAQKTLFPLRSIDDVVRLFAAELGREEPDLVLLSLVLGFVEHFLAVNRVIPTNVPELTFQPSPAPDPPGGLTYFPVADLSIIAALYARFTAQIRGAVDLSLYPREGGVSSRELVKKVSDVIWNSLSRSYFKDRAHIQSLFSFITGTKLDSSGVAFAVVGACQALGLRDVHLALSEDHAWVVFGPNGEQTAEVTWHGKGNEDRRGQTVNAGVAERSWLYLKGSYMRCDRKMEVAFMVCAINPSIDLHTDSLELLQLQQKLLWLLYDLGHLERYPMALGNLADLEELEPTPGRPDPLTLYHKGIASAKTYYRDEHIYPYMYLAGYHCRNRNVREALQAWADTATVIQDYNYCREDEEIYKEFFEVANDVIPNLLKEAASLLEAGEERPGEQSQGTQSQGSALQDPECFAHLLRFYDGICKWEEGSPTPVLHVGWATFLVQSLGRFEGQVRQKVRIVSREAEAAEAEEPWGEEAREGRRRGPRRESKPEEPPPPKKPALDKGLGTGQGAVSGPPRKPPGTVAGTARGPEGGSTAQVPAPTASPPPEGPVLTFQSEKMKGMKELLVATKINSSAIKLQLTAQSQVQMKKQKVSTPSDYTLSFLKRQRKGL
# Integrin act MD: qHTS for Activators of Integrin-Mediated Alleviation for Muscular Dystrophy | alpha7betagal myoblasts, beta-gal FDG fluorescence, 48 h | AID 624291, 2012 | hit rate 0.064% among 350,000 | Potency, µM (titrated, usually from 38.3 µM), for the others: at the highest dose activation, actives largely listed as activators;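 further: potency means the concentration at half of the fitted maximal effect; 100% = response of the positive control SU9516; nearly all actives have a fitted effect of over 60% in size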
#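 alpha7betagal+/- myoblasts (passage 13, 250/well) treated 48 h at 37C with compounds at 1:260 dilution of DMSO stock. Lysed, then beta-galactosidase activity read as FDG fluorescence (ex 480/em 540) after 30 min, with pre-read for autofluorescence.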
# The depositor's hits bear a star; ? = inconclusive; nt = not tested or not shown; [ ] = remark or other dose. Unless noted, the call rests on the fitted dose curve; in most records, active means well fitted curve in the direction sought with a large enough effect; inconclusive means small, poorly fitted or top-dose-only effect, or another doubt; inactive means no such curve, though single readings can be large; an effect the other way counts as inactive or inconclusive. This is a subset; the hit share may differ from the screen's.
No.	molecule	GALK inhibitor	Coupling enz	B2AR arrestin	Integrin act MD	Giardia kill	S-ASM inh	Tb PFK inh	Menin MLL FP TR	PKM2 act	PTAP TSG101 blk	Chronic BCR inh
1	O=C(Nc1cccc(S(=O)(=O)C(F)F)c1)c1ccc(Cl)c(S(=O)(=O)N2CCOCC2)c1	-3%	-2	-0.1%	-5%	5	-11%	-3%	?	-3%	0%	?
2	CCc1c(C)nc2cc(-c3cc(OC)cc(OC)c3)nn2c1N1CCN(CCN2CCOCC2)CC1	-3%	-1	0.0%	16%	6	3%	-4%	-19%	-19%	0%	-8%
3	CCC(C)(C)NC(=O)c1ccccc1Oc1ccccc1	4%	-1	-0.4%	14%	4	0%	-11%	12%	10%	-6%	0%
4	CCOc1cc(NC(=S)NCCCOC)c(OCC)cc1NC(=O)c1cccs1	-1%	-1	-0.4%	-12%	-10	10%	0%	-23%	0%	-4%	2%
5	CCSc1ccccc1C(=O)N1CCN(c2ccc([N+](=O)[O-])cc2)CC1	2%	4	-0.2%	?	-11	-11%	-6%	?	?	0%	-7%
6	CC1CCC(NC(=O)CC(NC(N)=O)c2ccccc2Cl)CC1 (stereo unspecified)	12%	1	-0.1%	5%	-11	0%	-7%	9%	-4%	0%	-11%
7	COc1ccc(CC(=O)N2CCN(S(=O)(=O)c3ccc(Cl)s3)CC2)cc1	nt	nt	3.2%	5%	6	-1%	0%	nt	nt	-4%	-1%
8	O=c1c2ccccc2nnn1Cc1ccc(Br)cc1	3%	2	0.1%	18%	-15	-4%	-29%	?	5%	-6%	-15%
9	Cc1cc(NC(=O)CCC(=O)N(CC(=O)NC2CCCC2)c2ccc(Cl)c(Cl)c2)no1	1%	1	-0.7%	-36%	-2	-10%	1%	nt	nt	-4%	-12%
10	COn1c(=O)c(-c2ccc(C)cc2)[n+]([O-])c2ccccc21	nt	0	0.1%	?	29	5%	1%	-13%	nt	-1%	-4%
11	CCCCC(=O)OCCNC(=O)c1cc2ccccc2oc1=O	-1%	-1	-0.1%	17%	-21	-2%	-1%	7%	-1%	2%	-15%
12	COc1ccccc1NC(=O)C1=C(C)NC(SCC(=O)Nc2ccc(C(=O)O)cc2)=C(C#N)C1c1cccs1 (stereo unspecified)	-3%	0	3.1%	23%	8	-22%	3%	nt	1%	-2%	?
13	O=C(CCC1CCCCC1)Nc1ncn[nH]1	2%	0	0.0%	-10%	1	-1%	-3%	-27%	4%	-3%	7%
14	COc1ccccc1NC(=O)CCN1CC(C)OC(C)C1 (stereo unspecified)	0%	0	-0.4%	12%	8	1%	0%	-11%	-15%	-6%	2%
15	COc1ccc(Cl)cc1C(=O)Nc1nc2ccc(S(C)(=O)=O)cc2s1	6%	0	-0.3%	nt	nt	nt	-8%	-12%	-1%	nt	?
16	O=C(Nc1cccnc1)c1cc(-c2cccc(Br)c2)nc2ccccc12	-8%	nt	0.4%	-18%	2	nt	-4%	nt	0%	-1%	?
17	CC(C)Cn1c(SCC(=O)N2CCN(S(=O)(=O)c3ccccc3)CC2)nc2ccccc21	5%	-2	0.0%	?	14	-2%	1%	1%	-2%	-1%	?
18	CCOC(=O)CN1CC23C=CC(O2)C(C(=O)NC2CCCCC2)C3C1=O (stereo unspecified)	2%	-3	-0.1%	-5%	18	1%	-1%	6%	7%	-3%	14%
19	N#C/C(=C\c1ccc[nH]1)C(=O)N1CCCCC1	-3%	0	3.9%	12%	3	-2%	1%	nt	1%	-2%	2%
20	COC(=O)c1cc2ccsc2n1CC(=O)N(C)c1ccccc1	1%	1	-1.0%	-11%	4	0%	-3%	-22%	0%	-9%	14%
21	COc1ccccc1C(OC(=O)c1cccs1)C(=O)NCc1ccco1 (stereo unspecified)	4%	1	0.1%	24%	4	2%	-7%	0%	20%	-5%	?
22	CCn1c(C(=O)N2CCC(C(=O)N3CCN(c4ccccn4)CC3)CC2)cc2sccc21	-1%	-1	-0.3%	-27%	16	4%	-7%	-8%	5%	0%	-9%
23	CC1CCCN(C(=O)c2cc3c(=O)n4ccccc4nc3s2)C1 (stereo unspecified)	-2%	2	0.1%	-8%	9	nt	0%	2%	nt	-2%	2%
24	CCN(CC(=O)Nc1ccccc1OC)C(=O)CCc1ccccc1	-2%	1	-0.2%	0%	-25	3%	0%	-18%	-1%	-5%	1%
25	O=C1CSC(=S)N1/N=C/c1ccc(O)c(O)c1O	-3%	-59*	-0.4%	-59%[inhibitor]	7	-5%	?	nt	-29%	0%	20%
26	Cc1cccc(C)c1OCc1cc(C(=O)N2CCCC2c2nonc2C)no1 (stereo unspecified)	8%	nt	0.0%	-23%	16	-2%	-6%	nt	-2%	-2%	-7%
27	Cn1c(SCC(=O)NC2CCS(=O)(=O)C2)nnc1-c1ccco1 (stereo unspecified)	nt	nt	-0.1%	5%	-17	4%	-1%	nt	nt	0%	5%
28	CC(Sc1ncc(C(F)(F)F)cc1Cl)C(=O)NC(N)=O (stereo unspecified)	1%	1	0.0%	3%	1	1%	4%	5%	nt	-1%	-2%
29	Cc1ccc(C(=O)NCC(=O)N2CCCCCCC2)cc1	nt	nt	0.2%	-31%	1	0%	16%	nt	nt	-1%	2%
30	COc1cccc(NC(=O)CN(C)C(=O)c2ccc3c(c2)CC(c2ccccc2)OC3=O)c1 (stereo unspecified)	nt	nt	0.2%	18%	6	-1%	0%	nt	nt	1%	?

# Next part:
No.	molecule	GALK inhibitor	Coupling enz	B2AR arrestin	Integrin act MD	Giardia kill	S-ASM inh	Tb PFK inh	Menin MLL FP TR	PKM2 act	PTAP TSG101 blk	Chronic BCR inh
31	O=C(COc1ccc(/C=N/NS(=O)(=O)c2ccccc2)cc1)N1CCOCC1	0%	-1	-0.1%	17%	39[activator]	-1%	2%	18%	-20%	-2%	-9%
32	O=C(C1=C[C@H](c2ccc3c(c2)OCO3)C[C@H](OCCCCO)O1)N1CCN(Cc2ccc3c(c2)OCO3)CC1	-2%	6	0.2%	8%	3	5%	-1%	25%	1%	nt	-11%
33	CC1(C)CC(=O)C(C2C3=C(CC(C)(C)CC3=O)Oc3c(Br)cc(Br)cc32)=C(O)C1 (stereo unspecified)	1%	9	-0.1%	-13%	0	-7%	1%	48%[activator]	-1%	-10%	-2%
34	O=C(Nc1cccc(CCc2ccccn2)c1)c1ccc(Cl)cc1	2%	-1	-0.1%	nt	nt	nt	1%	-1%	-5%	nt	?
35	O=C(COC(=O)c1n[nH]c2ccccc12)c1cccc(Br)c1	-8%	nt	-0.1%	29%	-20	nt	5%	nt	-6%	0%	-6%
36	CCCCN(Cc1nc2ccccc2c(=O)[nH]1)C(=O)c1nn(C)c(=O)c2ccccc12	nt	nt	-0.2%	-24%	15	5%	-1%	nt	nt	-1%	0%
37	Fc1ccccc1NC(=S)NN(Cc1ccccc1)c1ccccc1	1%	-2	-0.9%	19%	0	-4%	0%	nt	0%	-5%	2%
38	O=C(Cn1nnc(-c2ccccc2Cl)n1)N/N=C/c1ccc2c(c1)OCO2	-3%	-1	-0.9%	-25%	6	0%	0%	-45%	1%	-9%	7%
39	Cc1oc2ccccc2c1-c1cn2c(n1)SCC2	0%	-1	0.0%	-3%	2	151%[activator]	?	8%	-2%	-3%	-25%
40	Cc1nnc(SCC(=O)N(C2CCCCC2)C2CCS(=O)(=O)C2)n1N (stereo unspecified)	nt	nt	0.2%	32%	-5	0%	-2%	nt	nt	-5%	5%
